Screening data from PubChem BioAssay.
Efflux pump mplx – inhibitors of Candida antifungal efflux pumps expressed in yeast. S. cerevisiae Candida pump triplex, Nile Red efflux. inhibition, % at 10 µM. hit rate 0.44% among 330,000. AID 485275;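 active = plate passing quality check with inhibition over a set limit, or well fluorescence over plate mean plus 4 SD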;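 also: Nile Red retained in pooled yeast measured as flow cytometry median fluorescence; 0% = buffer negative control and 100% = Enniatin B positive control; higher means more Nile Red kept so more efflux inhibition; some compounds called inactive have numbers as strong as hits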
MEX-5 binding – C. elegans MEX-5 TCR-2 RNA binding activity | Q9XUB2 | MEX-5/FITC-TCR2 RNA binding, fluorescence polarization; hits give low values | activity score (negative = inhibition of binding), % at 10 µM | hit rate 0.38% among 300,000;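 active = inhibition past about -25% in most replicates, and total fluorescence under double the plate's negative control median, limit read from the data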;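 also: 0% = DMSO and -100% = 5 µM competing unlabeled TCR2 RNA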
Target sequence (Q9XUB2 whole entry, looked up): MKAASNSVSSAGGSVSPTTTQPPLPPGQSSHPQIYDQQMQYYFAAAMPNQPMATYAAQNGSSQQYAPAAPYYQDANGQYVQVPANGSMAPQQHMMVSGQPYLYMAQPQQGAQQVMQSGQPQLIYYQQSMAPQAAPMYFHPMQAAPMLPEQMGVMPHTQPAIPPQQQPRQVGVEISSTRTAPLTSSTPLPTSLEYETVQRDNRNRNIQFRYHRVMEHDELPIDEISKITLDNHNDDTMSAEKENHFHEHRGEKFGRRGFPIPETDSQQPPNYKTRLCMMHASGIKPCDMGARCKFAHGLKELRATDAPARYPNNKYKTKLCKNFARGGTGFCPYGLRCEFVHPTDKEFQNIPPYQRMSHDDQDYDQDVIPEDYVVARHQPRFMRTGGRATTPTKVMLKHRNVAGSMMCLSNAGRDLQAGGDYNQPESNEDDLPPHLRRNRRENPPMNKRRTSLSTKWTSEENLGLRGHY
Bcl-xL primary – Bcl-xL (human) inhibition; Q07817; GST-Bcl-xL / FITC-Bim BH3 peptide fluorescence polarization; inhibition, % at 10.9 µM; hit rate 0.7% among 320,000;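 active = inhibition above the mean of all tested compounds plus 3 SD, cutoff set per campaign, cut at about 30% in these data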;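 also: 0% = DMSO wells and 100% = unlabeled Bim-BH3 peptide competitor; inhibitors lower millipolarization by displacing the labeled peptide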
Target sequence (Q07817 whole entry, looked up): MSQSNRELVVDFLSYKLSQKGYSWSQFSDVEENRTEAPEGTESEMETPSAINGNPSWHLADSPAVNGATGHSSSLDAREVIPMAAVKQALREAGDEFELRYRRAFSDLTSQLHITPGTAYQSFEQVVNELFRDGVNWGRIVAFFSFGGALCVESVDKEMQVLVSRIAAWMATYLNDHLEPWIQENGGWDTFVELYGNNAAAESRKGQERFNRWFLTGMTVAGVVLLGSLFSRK
GLD-1 RNA inh – GLD-1-TGE RNA interaction inhibition (C. elegans); Q17339; purified GLD-1 + fluorescein TGE RNA, fluorescence polarization; inhibition, % at 5.96 µM; hit rate 0.44% among 320,000;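 active = percent inhibition above a per-plate cutoff, the plate mean of test compounds plus 3 SD, cut at about 30% in these data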;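 also: 0% = DMSO wells with GLD-1 and probe and 100% = wells lacking GLD-1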
MCL1 BIM primary – inhibitors of human MCL1 binding to BIM-BH3 peptide. inhibition, % at 10.9 µM. hit rate 0.68% among 320,000. Q07820. GST-MCL1 / FITC-Bim-BH3 fluorescence polarization;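 active = inhibition above the mean inhibition of all tested compounds plus 3 SD, set per campaign, cut at about 40% in these data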;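 also: 0% = DMSO wells and 100% = unlabeled Bim-BH3 peptide control; higher means more loss of mP so more displacement of Bim peptide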
GRK2 aptamer HTS – inhibitors of human GRK2 displacing RNA aptamer; P25098; bead flow cytometry, FAM-aptamer displacement from GRK2; inhibition of aptamer binding, % at 10 µM; hit rate 0.59% among 330,000; AID 488847;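 active = inhibition of aptamer binding above 40%, roughly 3 SD of noise, on plates passing a quality check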;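 also: median bead fluorescence of bound FAM aptamer so fluorescent compounds give negative values; no value below 0 was filed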
VLA-4 inh – inhibition in a human VLA-4 binding assay; VLA-4 expressing cells, ligand binding flow cytometry; hit rate 0.2% among 330,000; inhibition, % (about 7 µM as worked out from the volumes in the protocol); P13612; in the data active = inhibition above about 50%
Fam108B counter – blocks mouse Fam108B hydrolase in RBBP9 counter-screen. recombinant Fam108B, FP-Rh probe fluorescence polarization. inhibition, % at 9.51 µM. hit rate 0.33% among 300,000. AID 1947;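 active = inhibition above the screen mean inhibition plus 3 SD, computed separately per campaign, cut at about 18% in these data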;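 also: inhibitors lower polarization as less probe binds the enzyme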
PME-1 primary – PME-1 (human) inhibition; inhibition, % at 5.9 µM; hit rate 0.53% among 320,000; recombinant PME-1, FP-Rh probe fluorescence polarization; Q9Y570;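 active = inhibition above the campaign mean of all compounds plus 3 SD, cut at about 26% in these data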;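 also: competitive labeling of PME-1 active site by serine hydrolase directed probe; 0% = PME-1 with DMSO and 100% = wells lacking PME-1 enzyme; inhibitors block probe labeling so polarization falls and inhibition rises; many of its hits are not listed in these tables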
Target sequence (Q9Y570 whole entry, looked up): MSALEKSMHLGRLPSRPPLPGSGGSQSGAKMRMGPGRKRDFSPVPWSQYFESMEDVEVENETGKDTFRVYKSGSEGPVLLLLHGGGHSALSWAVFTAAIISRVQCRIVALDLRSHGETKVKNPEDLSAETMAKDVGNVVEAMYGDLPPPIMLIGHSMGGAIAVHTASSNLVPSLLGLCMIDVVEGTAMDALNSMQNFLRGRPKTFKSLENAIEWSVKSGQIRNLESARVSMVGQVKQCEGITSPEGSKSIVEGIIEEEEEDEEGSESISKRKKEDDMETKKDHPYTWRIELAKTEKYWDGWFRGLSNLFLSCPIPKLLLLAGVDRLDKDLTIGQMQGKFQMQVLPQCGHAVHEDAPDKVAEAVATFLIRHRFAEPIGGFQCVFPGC
Active calls of the source: *; nt = not tested or not shown. Only part of the results is shown (hit frequency here may not be typical).

SMILES | MEX-5 binding | GLD-1 RNA inh | Efflux pump mplx | MCL1 BIM primary | GRK2 aptamer HTS | Bcl-xL primary | PME-1 primary | VLA-4 inh | Fam108B counter
S=C(NCCc1ccccc1)Nc1ccc(Nc2ccccc2)cc1 | 0.7 | 3.4 | 0.0 | 5.0 | 1.0 | 4.6 | 12.2 | -6.6 | 8.7
Clc1ncccc1-c1nc2ccccc2s1 | -1.5 | -11.8 | 0.0 | 3.5 | 0.0 | 4.9 | 3.3 | 0.0 | -0.6
O=C(c1sc(N2CCOCC2)nc1-c1ccccc1)N1CCCCC1 | -2.9 | -0.9 | 0.7 | 0.6 | 1.0 | -0.6 | 6.9 | 5.1 | -4.8
CCOc1ccc(OCC)c(S(=O)(=O)NC2CC(C)(C)NC(C)(C)C2)c1 | -5.8 | 5.9 | 0.0 | 1.1 | 2.0 | -0.3 | 1.1 | -0.7 | 3.9
CCC(C)C(=O)N1c2ccccc2C(=C2SC(C(=O)OC)=C(C(=O)OC)S2)C(=S)C1(C)C (stereo not given) | 0.0 | -8.1 | 0.5 | -0.8 | 1.0 | -2.6 | 12.8 | 3.2 | 9.1
CCOC(=O)Cc1csc(SCC(=O)/C(C#N)=C(\C)N)n1 | 1.1 | -1.0 | -0.1 | 6.7 | 2.0 | 2.8 | -0.8 | -2.6 | 1.9
CN1CCN(C(=O)c2ccc3c(c2)S(=O)(=O)c2ccccc2C3=O)CC1 | -0.2 | -0.6 | 0.2 | 0.2 | 6.0 | 4.3 | -2.5 | 9.7 | -3.2
CCOC(=O)C1CCCN(Cc2nc(N)nc(Nc3ccccc3OC)n2)C1 (stereo not given) | -1.8 | 3.2 | 0.0 | 3.4 | 4.0 | 2.4 | -0.1 | 36.7 | 0.6
Clc1ccc(OCc2nc(-c3ccncc3)no2)cc1 | 2.8 | -0.6 | 0.0 | 1.0 | 0.0 | 3.2 | -2.5 | -4.9 | -0.1
COc1ccc(N(CC(=O)NCc2ccc(Cl)cc2)S(=O)(=O)c2c(C)n[nH]c2C)cc1 | -2.2 | 0.7 | -0.1 | 2.6 | 0.0 | 9.1 | -1.1 | 23.8 | -0.6
CC(C)(C)c1ccc(S(=O)(=O)NCC(=O)N2CCN(Cc3ccccc3)CC2)cc1 | 1.6 | 2.4 | -0.1 | -1.0 | 0.0 | -1.8 | -0.6 | -2.1 | -4.5
COc1cccc(NC(=S)NC(=O)/C=C/c2ccco2)c1 | -11.2 | 17.6 | 0.1 | 35.5 | 3.0 | 18.7 | -3.8 | 13.1 | 4.5
O=C(c1cc(Br)c(Br)s1)N1CCN(C/C=C/c2ccccc2)CC1 | 2.1 | 9.3 | 0.1 | -0.2 | 3.0 | -4.4 | -2.7 | -2.6 | 1.1
CCOc1ncccc1C(=O)Nc1cc(C(F)(F)F)ccc1N1CCOCC1 | nt | 3.4 | -0.1 | 0.5 | 1.0 | -1.4 | -2.6 | 20.4 | nt
COc1ccc(CNC(=O)CCCn2ncn3c(cc4occc43)c2=O)cc1 | -2.2 | -2.9 | 0.0 | 6.6 | 0.0 | 1.2 | -5.9 | 1.8 | 7.3
O=C(N/C(=C/c1cccc([N+](=O)[O-])c1)C(=O)N1CCOCC1)c1ccccc1Br | 1.7 | -0.9 | 0.4 | 3.5 | 1.0 | 1.6 | 0.6 | -16.8 | -2.0
COc1ccc(/C=N/NC(=O)c2ccccc2O)cc1Cn1cc([N+](=O)[O-])cn1 | nt | 0.4 | 0.1 | 3.1 | 1.0 | 0.9 | -1.1 | 1.6 | 3.8
CCCN(CCC)C(=O)c1ccc2c(c1)OCO2 | 0.7 | -1.0 | 0.0 | 7.1 | 3.0 | 2.5 | -10.4 | 2.9 | 1.2
COc1cccc2sc(N(CCN(C)C)C(=O)/C=C/c3cccs3)nc12 | -0.2 | 3.5 | 0.3 | -3.5 | 0.0 | 0.3 | 4.6 | 8.2 | -3.2
CCOC(=O)c1cc(-c2ccccc2)n(CCC(=O)N2CCN(c3ccc(OC)cc3)CC2)c1C | 2.6 | -5.3 | 0.0 | 0.8 | 1.0 | -1.7 | -0.1 | 4.7 | 0.4
CCCCN(C)C(=O)C1CCN(Cc2ccccn2)CC1 | nt | 4.0 | 0.0 | 6.5 | 0.0 | 11.0 | -1.9 | -13.8 | -4.8
Cc1nc2ccc(S(=O)(=O)N(C)CC(=O)NCc3ccc(N(C)C)cc3)cc2s1 | 8.5 | -24.0 | 0.1 | -20.8 | 3.0 | -7.8 | -1.9 | -1.8 | 1.6
COc1ccc(/C=C/C(=O)c2ccc(OC)cc2OC)cc1 | -0.1 | -0.8 | 0.3 | -1.5 | 2.0 | -0.9 | -6.5 | 19.2 | -2.3
CC(c1n[nH]c(=S)n1-c1ccccc1)N1CCCCC1 (stereo not given) | 0.5 | -2.5 | 0.0 | 4.8 | 0.0 | -3.4 | -6.8 | 4.7 | -2.6
COc1ccc(C)cc1NC(=O)C1CCN(S(=O)(=O)c2ccc3c(c2)C(C)(C)C(=O)N3C)CC1 | -1.5 | -16.0 | 0.6 | -6.8 | 17.0 | -0.9 | 2.4 | 0.0 | 2.2
CCCOc1ccc(OCCCCNC(C)CC)cc1 (stereo not given) | -1.8 | 5.6 | -0.1 | 8.0 | 4.0 | 9.7 | 2.2 | 19.0 | 2.1
O=C(CN1CCN(Cc2ccccc2)CC1)NCC1COc2ccccc2O1 (stereo not given) | -0.4 | 4.2 | -0.3 | 5.7 | 0.0 | 0.5 | 8.8 | 7.8 | -3.8
Clc1ccccc1C1=CC(c2ccco2)n2nnnc2N1 (stereo not given) | -2.2 | 5.5 | 0.0 | 3.6 | 0.0 | 7.0 | 2.1 | 2.5 | 1.4
CC1Sc2ccc(S(=O)(=O)CCC(=O)N3CCc4ccccc43)cc2NC1=O (stereo not given) | 1.0 | -2.5 | 0.2 | 2.3 | 0.0 | 5.0 | 8.6 | 12.6 | 1.1
COc1cccc(NC(=O)NC2(C(F)(F)F)Oc3ccccc3O2)c1 | 1.2 | -1.0 | 0.7 | -5.3 | 4.0 | 3.3 | 4.8 | 5.5 | -5.7
CCOC(=O)c1cnc2c(Cl)cc(Cl)cc2c1NCCCN1CCOCC1 | 2.0 | -6.6 | -0.2 | 9.2 | 3.0 | 8.9 | 3.9 | -25.6 | -0.1
Cn1c(=O)[nH]c(=O)c2c1nc(OC(=O)c1ccccc1)n2CC(O)COc1ccccc1 (stereo not given) | 2.0 | -3.3 | 0.0 | 4.4 | 0.0 | 1.6 | -0.6 | -1.3 | -2.1
CCOC(=O)c1cccc(NC(=O)CCn2c(=O)oc3ccccc32)c1 | -0.7 | 12.7 | 0.2 | 1.1 | 2.0 | 3.1 | -7.9 | 12.6 | 0.8
Cc1cccc(C)c1N1CCN(c2n[nH]c(N)n2)CC1 | 0.2 | -5.7 | -0.1 | 22.2 | 1.0 | 5.3 | -2.1 | -2.6 | -0.4
CCn1cc(C(=O)NCC2CCCO2)c(=O)c2cc(S(=O)(=O)N3CCCCCC3)ccc21 (stereo not given) | 0.9 | -12.3 | 0.3 | -7.3 | 0.0 | 6.0 | 6.1 | 12.7 | -2.4
O=C(Cn1ccc(NC(=O)OCc2ccccc2)nc1=O)NCC1CCCO1 (stereo not given) | nt | 2.1 | 0.1 | 0.3 | 0.0 | 0.2 | -2.9 | 0.0 | nt
O=S(=O)(Nc1ccccn1)c1ccc(Cl)cc1 | 1.2 | 8.8 | 0.1 | 5.5 | 0.0 | -0.5 | -4.0 | 7.5 | 0.7
COC(=O)CN(C#N)c1nc(NC(C)C)nc(NC(C)C)n1 | 1.4 | 0.5 | 0.1 | 1.4 | 5.0 | 3.1 | -3.7 | 3.7 | 1.9
Nc1c2c(nn1-c1ccc(F)cc1)CSC2 | 2.4 | 2.6 | 0.2 | -6.4 | 0.0 | -5.0 | 1.9 | -4.2 | -6.9
COCC1=C(C(=O)OC(C)OC(=O)OC(C)C)N2C(=O)[C@@H](NC(=O)/C(=N\OC)c3csc(N)n3)[C@H]2SC1 (stereo not given in full) | 6.2 | -2.1 | -0.2 | 1.4 | 2.0 | 8.8 | -3.0 | 5.9 | 0.8
Cn1c2ccccc2n2c(=O)c(Cl)c(-c3ccccc3)c(C#N)c12 | 12.3 | 1.4 | -0.8 | 21.1 | 2.0 | 21.4 | -3.8 | 22.5 | -0.1
O=C(O)C1CCCN(S(=O)(=O)c2ccccc2[N+](=O)[O-])C1 (stereo not given) | -1.4 | 6.6 | 0.0 | 12.2 | 1.0 | 12.8 | -5.0 | 10.6 | -3.2
CCCN1CCN(C(=O)c2oc3ccccc3c2NC(=O)COc2ccc(OC)cc2)CC1 | 0.8 | 2.5 | 0.3 | 0.5 | 0.0 | 6.4 | -1.8 | -9.4 | -3.3
COc1ccc(C(=O)Nc2ccc3c(c2)Cc2ccccc2-3)cc1 | -2.6 | 0.1 | 0.0 | -1.1 | 0.0 | -2.9 | 0.8 | 7.9 | -3.9
COc1ccc(CC(=O)N/N=C(\C)CC(=O)Nc2ccc(N(C)C)cc2)cc1OC | -0.1 | 2.6 | 0.3 | 0.6 | 0.0 | 1.3 | -8.2 | 2.5 | -2.0
COc1cc(NC(=O)C2C3C=CC(C3)C2C(=O)O)c(OC)cc1Cl (stereo not given) | 0.5 | 1.4 | 0.1 | 7.2 | 0.0 | 4.4 | 2.6 | 5.2 | -2.0
Cc1ccc(S(=O)(=O)N2CC=C(C(=O)NC3CCCC3)CC2)cc1 | 2.2 | 0.8 | -0.1 | 1.6 | 1.0 | -0.1 | 4.3 | 10.6 | -0.5
O=C(COC(=O)c1ccc(S(=O)(=O)N2CCOCC2)cc1)NC1CCCC1 | 1.3 | 9.3 | -0.1 | 4.4 | 2.0 | 4.8 | -2.6 | 3.3 | -0.8
Cc1ccc2nc(N(CCN(C)C)C(=O)c3ccc4c(c3)OCCO4)sc2c1 | 2.3 | 0.3 | 0.1 | 6.4 | 0.0 | 2.6 | -3.0 | 12.2 | -0.5
Cc1oc(-c2ccc3c(c2)OCCO3)cc1C(=O)NC(CCC(=O)O)C(=O)O (stereo not given) | -1.4 | 8.1 | -0.1 | 12.4 | 0.0 | 10.2 | -5.6 | 7.9 | 1.9

Next section:
SMILES | MEX-5 binding | GLD-1 RNA inh | Efflux pump mplx | MCL1 BIM primary | GRK2 aptamer HTS | Bcl-xL primary | PME-1 primary | VLA-4 inh | Fam108B counter
CCCc1ccc(Oc2cn[nH]c2-c2ccc(O)c(C)c2O)cc1 | 0.4 | 8.3 | -0.2 | -0.4 | 0.0 | 2.5 | -7.6 | 13.3 | -1.3
COc1cccc(C(=O)Nc2cccc(C(=O)NC3=NN(c4c(Cl)cc(Cl)cc4Cl)C(=O)C3)c2)c1 | 0.8 | 5.1 | 0.0 | 15.0 | 8.0 | 22.0 | 0.6 | 11.0 | 3.8
CCOc1ccccc1NC(=O)NC1(C(=O)NCC2CCCO2)CCCCC1 (stereo not given) | 0.9 | -3.3 | 0.3 | -3.9 | 0.0 | 3.4 | 1.8 | 6.9 | -4.1
CCC(C)C(NC(N)=O)C(=O)Nc1ccc(OCc2ccccc2)cc1 (stereo not given) | -1.2 | 4.5 | -0.1 | -3.8 | 0.0 | 2.0 | 4.8 | 1.7 | 1.9
Cc1n[nH]c(=O)nc1NCCc1ccccc1 | -0.3 | 7.2 | 0.0 | 0.8 | 2.0 | 2.4 | -3.8 | 23.9 | 0.2
